Bioassay records: PubChem BioAssay, several laboratories
OX1R FRET antag: antagonists of human orexin 1 receptor (OX1R) | OX1R-expressing cells, FRET antagonist read-out | inhibition, % at 6.6 µM | 1.8% of 330,000 active | AID 485270; in the data active = inhibition mostly above about 38%, no sharp cut-off; inactive = mostly below about 40%;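 note: 0% = agonist challenge alone and 100% = reference antagonist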
Target sequence (O43613 whole entry, looked up): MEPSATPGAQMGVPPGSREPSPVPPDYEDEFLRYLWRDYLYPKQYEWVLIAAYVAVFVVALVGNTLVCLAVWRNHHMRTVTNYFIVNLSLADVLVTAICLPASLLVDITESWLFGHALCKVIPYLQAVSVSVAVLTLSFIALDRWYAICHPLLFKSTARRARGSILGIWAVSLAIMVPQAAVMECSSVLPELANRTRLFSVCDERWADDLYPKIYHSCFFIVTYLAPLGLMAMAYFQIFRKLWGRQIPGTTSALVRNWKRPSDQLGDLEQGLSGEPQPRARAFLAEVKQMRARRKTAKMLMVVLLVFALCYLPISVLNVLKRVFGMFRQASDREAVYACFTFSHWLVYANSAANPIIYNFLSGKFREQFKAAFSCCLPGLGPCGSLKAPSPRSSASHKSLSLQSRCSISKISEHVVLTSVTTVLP
STK33 inh: blocks human STK33 kinase activity; purified STK33, MBP phosphorylation, ADP-Glo luminescence; inhibition, % at 10 µM; 0.073% of 320,000 active;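 active = inhibition at or above 25%, using the most active replicate where run in duplicate; inactive = inhibition below 25%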
Target sequence (Q9BYT3 whole entry, looked up): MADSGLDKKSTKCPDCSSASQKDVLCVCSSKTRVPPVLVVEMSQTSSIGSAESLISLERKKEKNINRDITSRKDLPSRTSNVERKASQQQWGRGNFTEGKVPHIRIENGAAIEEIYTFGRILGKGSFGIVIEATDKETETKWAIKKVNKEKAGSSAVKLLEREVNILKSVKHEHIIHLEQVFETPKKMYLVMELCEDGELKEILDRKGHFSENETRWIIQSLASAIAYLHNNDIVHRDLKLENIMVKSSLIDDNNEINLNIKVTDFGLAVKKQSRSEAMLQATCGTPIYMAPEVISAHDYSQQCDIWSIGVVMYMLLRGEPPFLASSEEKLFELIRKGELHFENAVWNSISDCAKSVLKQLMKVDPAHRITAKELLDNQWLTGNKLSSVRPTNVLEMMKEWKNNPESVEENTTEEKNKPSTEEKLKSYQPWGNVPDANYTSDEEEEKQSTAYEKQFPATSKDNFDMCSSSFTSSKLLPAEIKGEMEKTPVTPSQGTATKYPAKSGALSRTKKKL
Starred values were filed as active, the others as inactive; · = no result given.

Order of results – OX1R FRET antag, STK33 inh
COc1cccc(-c2nnc(NC(=O)Cc3cccs3)s2)c1
→ 46, -1.7
COc1ccc(S(=O)(=O)N2CCC(C(=O)NCCC(=O)NC3CC3)CC2)cc1
→ 10, 1.2
Cc1cc(O)c2c(-c3ccccc3)cc(=O)oc2c1
→ 24, 1.1
CCc1nc(=O)c(-c2ccccc2)c(C)n1-c1ccccc1
→ 19, -2.6
CCS(=O)(=O)c1nn2c(N)c(/C=C3/C=CC(=O)C(OC)=C3)c(=O)nc2s1
→ 19, 5.8
CCOC(=O)C/C(C)=N/NC(=O)C1CC1(c1ccccc1)c1ccccc1 (stereo unspecified)
→ 6, -2.5
CCCCn1c(N)c(N(CCOC)C(=O)c2oc3ccc(OCC)cc3c2C)c(=O)[nH]c1=O
→ 0, -0.9
NC(=O)NC(=O)COC(=O)c1cccnc1Nc1ccccc1F
→ 12, -1.1
CS(=O)(=O)N(CC(=O)N1CCN(c2cccc(Cl)c2)CC1)C1CCCCC1
→ 27, -2.4
Cc1cccc(C)c1NC(=O)CNC(=O)C(C)N1CCN(c2cccc(Cl)c2)CC1 (stereo unspecified)
→ 0, -0.5
CC(=O)Nc1ccc(S(=O)(=O)/N=C2\C(=O)c3ccccc3C([O-])=C2n2cc[n+](-c3ccccn3)c2)cc1
→ 144*, -2.2
COc1ccc(/C=N/Nc2cc(C)nc(-n3nc(C)cc3C)n2)c(OC)c1
→ 25, -5.1
CS(=O)(=O)N1CCN=C1SCc1ccccc1
→ 7, -0.7
CCOC(=O)c1cc(C(C)=O)c(=O)n(C)c1N
→ 8, 0.1
CS(=O)(=O)N(CC(=O)NC1CCCCC1)c1cccc(Cl)c1
→ 19, -3.0
COc1cc2c(cc1OC)C(c1cccs1)N(C(=O)c1cccnc1)CC2 (stereo unspecified)
→ 7, -0.8
CC1CCCC2(C1)NC(=S)c1c(sc3c1CCCC3)N2 (stereo unspecified)
→ 15, -1.9
CC(C)(C)CC(=O)N[C@@H](Cc1ccccc1)c1nc2ccccc2[nH]1
→ 5, 0.1
CC(C)=CC(=O)Nc1c(C)cc(C)cc1Cl
→ 2, 1.3
O=C(O)C(CO)N=Cc1c(O)c2ccccc2oc1=O (stereo unspecified)
→ 19, 1.2
O=C(COC(=O)c1ccncc1)c1ccc(Br)cc1
→ 15, -1.6
CCn1c(SCC(=O)NNC(=O)c2ccccc2)nnc1-c1ccncc1
→ 15, 0.0
CN1CCN(c2ccccc2NC(=O)C(Cc2ccccc2)n2cccc2)CC1 (stereo unspecified)
→ -5, 6.3
Cc1cccc(-c2nnc(SCc3ccccc3)o2)c1
→ 18, 0.9
CCN(CC)C(=O)Cn1cnc2sc(C(=O)N3CCN(Cc4ccc5c(c4)OCO5)CC3)c(C)c2c1=O
→ 20, -0.7
CC(=O)N1CCN(c2ccc(NC(=O)c3cc4ccccc4o3)cc2)CC1
→ 17, 0.0
C=CCn1c(COc2ccc(Cl)cc2)nnc1SCC(=O)c1c(N)n(C)c(=O)n(C)c1=O
→ 7, 0.4
NC(=O)Cn1c(=O)n(CCC(=O)NCCSCc2ccccc2)c(=O)c2ccccc21
→ 6, -1.4
CCOc1cccc2cc(C(=O)NCc3ccc(C)cc3)c(=N)oc12
→ 15, 1.9
Cc1cccc2c(C(=O)N3CCN(C(=O)c4ccco4)CC3)cc(-c3cccc(Br)c3)nc12
→ -2, -0.3
CCn1c2c(c3cc(Br)ccc31)CCC/C2=N\O
→ 14, 1.3
FC(F)(F)Oc1ccc(-c2cn3cccnc3n2)cc1
→ 10, -0.9
Cc1ccc2nc(-c3ccncc3)[nH]c2c1
→ 12, 5.1
CCCn1c(=O)c2ccccc2n2c(SC(C)C(N)=O)nnc12 (stereo unspecified)
→ 18, -1.1
O=C(c1ccc(Cl)cc1)N1CCN(CCc2ccccn2)CC1
→ ·, -1.2
CC1CCN(C2=NC(=O)/C(=C/c3ccc(O)cc3)S2)CC1
→ 30, 26*
COc1ccccc1NC(=O)CCCC(=O)OCC(=O)c1ccc(F)cc1
→ 12, 2.2
Cc1ccc(F)c(CNC(=O)C2CCC(=O)N(CCN3CCOCC3)C2)c1F (stereo unspecified)
→ 2, -2.2
CCN(C(=O)CN1CCN(c2ccccc2)CC1)c1c(N)n(Cc2ccccc2)c(=O)[nH]c1=O
→ 11, -2.1
Cn1cc(CN2CCCCC2C(=O)Nc2ccc(-n3cccn3)cc2)cn1 (stereo unspecified)
→ 33, 0.6
Cc1ccc(C)c(N(C(=O)CNC(=O)c2ccco2)C(C(=O)NC2CCCC2)c2ccncc2)c1 (stereo unspecified)
→ 19, -1.4
O=C(Nc1ccccc1)c1ccc(=O)n(Cc2ccc(F)c(F)c2)c1
→ 4, 1.0
CCC(C)NC(=O)C1(C)CCC(=O)N1CCc1ccc(OC)c(OC)c1 (stereo unspecified)
→ 3, -1.3
COc1ccc(-c2c(NC(=O)c3ccco3)oc3c(C)cccc3c2=O)cc1OC
→ 6, 0.2
C=CCN1c2ccccc2[C@]23C[C@@H](C(=O)OC)N(C(=O)c4cccs4)C2=NC(C(=O)OC)=C(C(=O)OC)[C@H]13
→ 11, 0.1
COc1ccc(N2CC(C(=O)Nc3ccccc3C(=O)NCc3ccco3)CC2=O)cc1 (stereo unspecified)
→ 13, 3.8
Cc1cccc(C)c1NC(=O)c1sccc1SCC#N
→ 11, -1.2
O=[N+]([O-])c1ccc(/C([O-])=C(/C(=S)NCc2ccco2)[n+]2ccccc2)cc1
→ 22, 0.0
CCC(C)(C)n1nnnc1CN1CCSCC1
→ 10, -1.2
CCNc1nc(NCC)n2c(SCC(=O)Nc3ccccc3F)nnc2n1
→ 23, ·
CC(C)(C)NC(=O)C(c1c[nH]c2ccccc12)N(C(=O)Cn1nnc(-c2ccc(F)cc2)n1)c1cccc(O)c1 (stereo unspecified)
→ 6, 2.7
CCSc1ncnc2sc3c(c12)CCC3
→ 0, -0.7
O=C1NC(Cc2ccc(O)cc2)c2nc3ccc(Cl)cc3c(=O)n2-c2cc(Cl)ccc21 (stereo unspecified)
→ 1, 1.0
CN(C(=O)OC(C)(C)C)c1ccc(-c2nc3ccccc3s2)cc1
→ 19, 1.4
Cc1sc2ncnc(N3CCCC(C)C3)c2c1C (stereo unspecified)
→ 29, -1.5
O=C(c1ccc2nc(N3CCOCC3)sc2c1)N1CCN(c2ccc(Cl)cc2)CC1
→ 9, -0.7
CCCNC(=O)C1(CC2CC(c3ccccc3)=NO2)CCN(C(=O)CCCCCBr)CC1 (stereo unspecified)
→ 28, -1.5
O=C(c1cccs1)c1ccc(-c2cccs2)s1
→ 15, 0.8
CN(C)c1ccc(/C=C2\NC(=S)N(Cc3ccccc3)C2=O)cc1
→ 40, -2.2
COc1ccc(S(=O)(=O)c2nnn(-c3cccc(Cl)c3)c2N)cc1
→ 18, -0.6

A few values from the list.
`O=[N+]([O-])c1ccc(/C([O-])=C(/C(=S)NCc2ccco2)[n+]2ccccc2)cc1` in STK33 inh shows 0.0
`O=C(c1cccs1)c1ccc(-c2cccs2)s1` in OX1R FRET antag shows 15
`C=CCN1c2ccccc2[C@]23C[C@@H](C(=O)OC)N(C(=O)c4cccs4)C2=NC(C(=O)OC)=C(C(=O)OC)[C@H]13` in STK33 inh shows 0.1
`COc1ccc(S(=O)(=O)c2nnn(-c3cccc(Cl)c3)c2N)cc1` in OX1R FRET antag shows 18
`CN(C)c1ccc(/C=C2\NC(=S)N(Cc3ccccc3)C2=O)cc1` in OX1R FRET antag shows 40
`CC(C)(C)NC(=O)C(c1c[nH]c2ccccc12)N(C(=O)Cn1nnc(-c2ccc(F)cc2)n1)c1cccc(O)c1` (stereo unspecified) in STK33 inh shows 2.7

Other compounds
Order of results – OX1R FRET antag, STK33 inh
CCOC(=O)c1ccc(NC(=O)CC2SC3=NCCN3C2=O)cc1 (stereo unspecified)
→ 17, 0.5
CC1CN(C(=O)Nc2ccc(Br)cc2Cl)CC(C)O1 (stereo unspecified)
→ 14, -1.2
COc1ccc(/C=N/NC(=O)CCCC(=O)NC2CCCCC2)cc1
→ 7, -4.0
Cc1ccc(S(=O)(=O)N(OCc2ccccc2)C(C)C(=O)O)cc1 (stereo unspecified)
→ 4, -6.5
COc1cc(CNCc2cccc(OC)c2OC)cc(OC)c1
→ 1, -0.8
O=C(NCCN1CCOCC1)c1cc(-c2cccs2)on1
→ 17, -1.3
CSc1ccc(-c2sc(Nc3cccc4ccccc34)n[n+]2-c2ccccc2)cc1
→ 20, -1.3
COc1ccc(OC)c(NC(=O)NC2CCCc3ccccc32)c1 (stereo unspecified)
→ 21, -1.0
CCCCn1c(=O)[nH]c(=O)c2c1nc(-c1cc(Cl)c(OC)c(OC)c1)n2C
→ 18, -0.5
CN1C(=O)/C(=C/c2cccc([N+](=O)[O-])c2)C(=O)N1c1ccccc1
→ -5, 2.2
Cc1ccc(/C=C2\SC(=S)N(CCCC(=O)NNC(=O)c3ccccc3O)C2=O)cc1
→ 6, -2.0
COc1ccc(NC(=O)[C@H](C)NC(=O)[C@@H]2Cc3ccccc3CN2C(=O)OC(C)(C)C)cc1
→ 18, -0.1
COc1ccc(NC(=O)COC(=O)c2c(C)noc2C)c(OC)c1
→ 13, -0.6
O=C(CSc1nnc(NC(=O)c2c(F)cccc2F)s1)NC1CC1
→ 5, -0.2
CC(C)CC(=O)N1CCC(O)(CS(=O)(=O)Cc2ccc(Cl)cc2)CC1
→ 8, -0.6
O=C(CCCCn1c(=O)c2ccccc2n(CC(=O)Nc2ccc(F)cc2)c1=O)NCc1ccco1
→ 26, -1.9
CN1CCN(c2oc(-c3ccccc3F)nc2S(=O)(=O)c2ccc(Cl)cc2)CC1
→ 14, -0.8
O=C(CSc1nc(-c2ccco2)cc(C(F)(F)F)n1)NCc1cccs1
→ 26, 0.4
O=C(NCc1ccncc1)C(=O)NCC1OCCN1S(=O)(=O)c1ccc(Cl)cc1 (stereo unspecified)
→ -5, -0.7
Nc1[nH]n2c(=O)c3c(nc2c1N=Nc1ccccc1)CCCC3
→ 50, 12
CCOc1ccccc1-c1nc(C(N)=O)c2[nH]c(=O)n(-c3cccc(C)c3)c2n1
→ 11, 1.4
CCOc1ccc(NC(=O)C2CCN(C(=O)N3CCOc4ccccc43)CC2)cc1
→ -2, -1.5
Cc1ncsc1CCOC(=O)C1C2CC3CC(C2)CC1C3 (stereo unspecified)
→ 20, -1.3
CCN(CC)S(=O)(=O)c1ccc(C(=O)Oc2cc(C)[nH]c(=O)c2[N+](=O)[O-])cc1
→ 6, -0.9
Cc1cc(NC(=O)C(C)SCC(=O)N(C)Cc2ccccc2F)no1 (stereo unspecified)
→ -3, -0.9
O=C(Nc1ccc2c(c1)OCO2)N1CCN(c2ccccc2Cl)CC1
→ 18, -0.4
CCC1Oc2ccc(C)cc2N(CC(=O)NCCC2=CCCCC2)C1=O (stereo unspecified)
→ 25, -2.6
Cc1cc(OCCCCCn2ccnc2)cc(C)c1Cl
→ 4, -0.1
C[C@@H]1NC(=O)N(CCCn2ccnc2)C1=O
→ 5, 0.6
Cc1cccc(S(=O)(=O)NC2CCCCCCC2)c1
→ 4, 0.7
CCOC(=O)C1CCN(S(=O)(=O)c2nc3nc(C)cc(C)n3n2)CC1
→ 4, -0.5
Cn1nc(CC(=O)Nc2cccc3ncccc23)c2ccccc2c1=O
→ 29, 0.3
COc1ccc(OC)c(NC(=O)CSc2nnc3ccc(-c4ccncc4)nn23)c1
→ 42, 1.1
COc1ccc(S(=O)(=O)NCC(c2cccnc2)N2CCN(C)CC2)cc1C (stereo unspecified)
→ 12, -0.5
COc1ccc(/C=C(/NC(=O)/C=C/c2ccccc2)C(=O)N2CCOCC2)cc1
→ 21, -0.7
Cc1c(/C=N/NC(=O)C(C)(C)Oc2ccc(Cl)cc2)cnn1C
→ 13, -1.3
CC1(C)CC(=O)C=C(c2ccc(Cl)c(C(F)(F)F)c2)C1
→ 6, -0.8
COc1ccc(CNC(=O)CN2CCN(S(=O)(=O)c3c(C)c(C)cc(C)c3C)CC2)cc1OC
→ 5, 1.8
Cc1ccc(CS(=O)(=O)Cc2ccc(C(=O)NC3CCCC3)o2)cc1
→ -6, -0.6
CC(C)c1ccc(OCC(=O)NNC(=O)c2cnccn2)cc1
→ -1, -0.8
Cc1cc(C)nc(/N=C(\N)N2CCCCCC2)n1
→ 17, ·
Cn1cc(C(=O)NS(=O)(=O)Nc2ccc(Br)cn2)c2ccccc21
→ -2, 0.3
CCCc1ncc(CN2CCCCC2C(=O)Nc2ccc(Oc3ccccc3)nc2)cn1 (stereo unspecified)
→ 17, -1.3
CSc1ccc(NC(=O)NCCCN2CCC(Cc3ccccc3)CC2)cc1
→ -9, -0.3
CCOc1ccc(S(=O)(=O)NCCC(=O)NCC2COc3ccccc3O2)cc1 (stereo unspecified)
→ 8, -1.9
CCOc1cc(/C=C2/C(=N)N3N=C(CC)SC3=NC2=O)ccc1OC(=O)c1ccco1
→ 22, 0.2
O=C(O)c1ccc2c(=O)n3c(nc2c1)/C(=C/c1ccccc1OC(F)F)CC3
→ 22, -0.7
Cc1ccc(SCC(=O)NC(=O)NC(C)C)c(C)c1
→ 19, -0.8
COCCNC(=O)C(C)N1c2cccc3cccc(c23)S1(=O)=O (stereo unspecified)
→ 11, -0.2
CCOC(=O)Cn1c(=N)n(Cc2ccccc2)c2ccccc21
→ 12, -1.3
CC1Cn2c(nnc2-c2ccccc2O)S1 (stereo unspecified)
→ 6, -0.7
CCC(CC)C(=O)Nc1ccccc1-n1cccc1
→ 20, -2.7
CCN(CC)c1c([N+](=O)[O-])c(=O)n(CC)c2ccccc12
→ 14, -0.5
Cc1c(C=C2C(=O)c3ccccc3C2=O)cc(C#N)n1C
→ 7, -0.1

Sorted by heavy-atom count (ascending): part of the list above.
Order of results – OX1R FRET antag, STK33 inh
CC1Cn2c(nnc2-c2ccccc2O)S1 (stereo unspecified)
→ 6, -0.7
COc1ccc(NC(=O)COC(=O)c2c(C)noc2C)c(OC)c1
→ 13, -0.6
CCC(C)NC(=O)C1(C)CCC(=O)N1CCc1ccc(OC)c(OC)c1 (stereo unspecified)
→ 3, -1.3
COc1ccccc1NC(=O)CCCC(=O)OCC(=O)c1ccc(F)cc1
→ 12, 2.2
